Source: PubChem (NCI)
All columns: NCI-60 one-dose screen, growth in % after 48 h at 10 µM unless noted; 100 = growth as untreated, 0 = no growth, -100 = all killed.
OVCAR-3 – OVCAR-3 ovarian cancer; 79,000 compounds, 7% hits
SF-539 – SF-539 CNS cancer | AID 1794752 | 81,000 compounds, 6.8% hits
SF-295 – SF-295 CNS cancer cells. 79,000 compounds, 5.6% hits. AID 1794758
U251 – U251 CNS tumor cells | 80,000 compounds, 5.4% hits | AID 1794753
SF-268 – SF-268 CNS cancer cells. 82,000 compounds, 3.1% hits
PC-3 – PC-3 prostate cancer cells; 80,000 compounds, 3.9% hits; AID 1794754
SNB-19 – SNB-19 CNS cancer cells | 81,000 compounds, 2.5% hits
DU-145 – DU-145 prostate cancer | 81,000 compounds, 4.2% hits | AID 1794760
OVCAR-8 – OVCAR-8 ovarian cancer | 81,000 compounds, 4.4% hits
* = called active by the depositor; . = no result given; & = joins results of further samples; [ ] = dose if it differs, or a comment. The calls were made as follows: active = growth percent below 10; inactive = the rest.

Order of values: U251	DU-145	SF-295	PC-3	OVCAR-8	SNB-19	OVCAR-3	SF-268	SF-539
CS(=O)(=O)c1ccc(-c2nn(-c3ccc(F)cc3)cc2/C=C/C(=O)c2ccc(Br)cc2)cc1
 : 86.3	102.5	96.6	78.4	89.1	84.2	60.1	98.7	97.1
C=C(C)[C@@H]1CC[C@]2(C(N)=O)CC[C@]3(C)[C@H](CC[C@@H]4[C@@]5(C)CC[C@H](OCCC#N)C(C)(C)[C@@H]5CC[C@]43C)[C@@H]12
 : 87.7	94.7	79.5	68.8	86.9	81.2	109.8	74.1	91.6
Cc1nc2sc(C(=O)Nc3ccc(Cl)cc3)c(N)c2cc1C(O)c1ccccc1 (configuration not stated)
 : 32.8	34.7	44.5	21.9	49.7	41.2	5.1*	54.2	37.7
CS(=O)(=O)c1ccc(-n2cc(/C=N/O)c(-c3ccccc3)n2)cc1
 : 72.1	83.9	87.3	71.0	84.2	71.2	94.4	70.9	71.1
COc1ccc(N2CCN(c3nc(-c4ccccn4)nc4sc5c(c34)CCCCCC5)CC2)cc1
 : 63.3	83.5	19.6	43.8	73.6	.	87.9	96.3	91.6
O=C(Cn1cc[n+](CC(=O)c2ccc(-c3ccccc3)cc2)c1)Nc1cccc2cccnc12
 : 58.3	86.4	101.5	54.5	76.6	57.7	50.1	65.5	79.1
N#CC1=C(N)n2nc(-c3ccncc3)nc2NC1c1ccc(Cl)cc1 (configuration not stated)
 : 95.8	102.7	93.5	.	97.6	100.1	102.4	100.5	99.2
Cc1nnc(N)nc1C
 : 111.2&99.1	108.2&108.9	86.1&79.2	88.5&84.2	104.8&105.8	97.5&101.1	100.2&116.4	100.1&101.3	98.6&103.7
Nc1ccccc1NC(=O)c1ccc(CN2CCC/C(=C\c3cccc(Cl)c3)C2=O)cc1
 : 13.7	8.4*	25.5	17.7	10.2	24.3	5.7*	3.9*	5.5*
CCN(CC)c1ccc(-c2nc3ccccc3s2)cc1
 : 83.9	113.9	91.5	51.2	88.4	.	99.4	98.4	98.5
C=C(C)C(=O)Oc1ccc(N=Nc2ccc(C)cc2)ccc1=O
 : 24.8	51.5	27.0	45.1	25.5	38.2	17.8	46.2	30.6
CC(=O)O[C@]1(C(C)=O)CC[C@@]2(C)[C@@H]3CCC4=CC(=O)CC[C@@H]4[C@@]3(F)[C@@H](O)C[C@]12C
 : 105.9	100.4	.	84.9	93.7	105.9	99.1	105.9	94.3
CN(C)CC(=O)Nc1cc(Cl)ccc1Oc1ccc(Cl)cc1
 : 91.1	107.1	103.2	94.8	102.1	89.7	107.9	104.8	111.5
Cc1cc(N)ccc1-c1ccc(N)cc1C
 : 109.7	110.2	99.2	73.8	90.7	106.7	99.8	103.4	93.8
COc1ccc(C2CC(=O)Nc3c2cnn3Cc2ccco2)cc1 (configuration not stated)
 : 96.1	110.6	102.4	101.0	104.9	105.0	108.5	98.5	.
COc1ccccc1-c1nc2ccccc2s1
 : 93.3	103.7	94.1	78.8	99.3	96.5	97.6	95.7	94.3
Cn1c(=O)c2c(nc(NN)n2C)n(C)c1=O
 : 95.3	116.0	100.5	94.1	101.3	107.2	.	102.4	104.7
Nc1ccc(C(=O)CSc2nc3ccccc3[nH]2)cc1
 : 96.9	103.1	98.1	103.8	105.4	101.9	107.4	99.4	104.0
COc1ccc2c(c1)C(CCN(C)C)(CCN(C)C)C(=O)CC2
 : 98.9	106.6	93.4	101.6	101.4	102.8	101.8	96.2	99.9
O=C(O)c1ccc(-c2nn(-c3ccc(C(F)(F)F)cc3)cc2C(c2oc(CO)cc(=O)c2O)c2oc(CO)cc(=O)c2O)cc1
 : 57.1	105.8	105.7	92.0	81.7	58.4	75.8	80.8	60.3

For convenience, some entries already given.
Order of values: U251	DU-145	SF-295	PC-3	OVCAR-8	SNB-19	OVCAR-3	SF-268	SF-539
CS(=O)(=O)c1ccc(-c2nn(-c3ccc(F)cc3)cc2/C=C/C(=O)c2ccc(Br)cc2)cc1
 : 86.3	102.5	96.6	78.4	89.1	84.2	60.1	98.7	97.1
C=C(C)[C@@H]1CC[C@]2(C(N)=O)CC[C@]3(C)[C@H](CC[C@@H]4[C@@]5(C)CC[C@H](OCCC#N)C(C)(C)[C@@H]5CC[C@]43C)[C@@H]12
 : 87.7	94.7	79.5	68.8	86.9	81.2	109.8	74.1	91.6
Cc1nc2sc(C(=O)Nc3ccc(Cl)cc3)c(N)c2cc1C(O)c1ccccc1 (configuration not stated)
 : 32.8	34.7	44.5	21.9	49.7	41.2	5.1*	54.2	37.7
CS(=O)(=O)c1ccc(-n2cc(/C=N/O)c(-c3ccccc3)n2)cc1
 : 72.1	83.9	87.3	71.0	84.2	71.2	94.4	70.9	71.1

(list continues)
Order of values: U251	DU-145	SF-295	PC-3	OVCAR-8	SNB-19	OVCAR-3	SF-268	SF-539
CCN1C(=O)N(CC)C2Nn3c(s/c(=C4\C(=O)N(CC(C)(C)C)c5ccccc54)c3=O)=NC21 (configuration not stated)
 : 92.1	100.0	100.2	75.0	88.7	89.1	83.6	76.9	74.2
O=c1[nH]c(O)c(/C=C2\C=c3ccccc3=N\C2=N\c2nccs2)s1
 : 99.9	107.0	97.0	100.1	91.7	93.5	99.5	97.0	96.7
CN1CCN(C(=S)SCC(=O)Nc2nc3ccc(Cl)cc3s2)CC1
 : 95.9	113.1	82.5	81.1	104.6	95.4	108.3	101.1	101.9
CC(C)C(NC(=O)CCOCCOCCOCCOc1cccc2c1C(=O)N(C1CCC(=O)NC1=O)C2=O)C(=O)N1CCN(c2cc(-c3ccccc3O)nnc2N)CC1 (configuration not stated)
 : 103.3[1 µM]	110.7[1 µM]	93.5[1 µM]	100.1[1 µM]	105.2[1 µM]	100.6[1 µM]	107.6[1 µM]	95.8[1 µM]	98.3[1 µM]
N#CC(C#N)=C(C#N)c1c[nH]c2ccccc12
 : 86.3	88.0	102.5	73.1	87.7	92.9	74.7	90.7	80.4
CCN(CC)CCCNc1nc(-c2ccc(Cl)cc2)nc2ccccc12
 : 101.7	95.4	95.5	82.9	109.3	113.6	101.6	103.4	110.1
COc1cc(/C=C(\C#N)C(=O)c2ccccc2)cc(OC)c1OC
 : .	109.5	104.5	100.3	98.7	99.6	104.1	96.1	88.6
CCOC(=O)C1=C(C)N(C(=N)/N=C/c2ccccc2)C(=S)NC1c1ccccc1 (configuration not stated)
 : 99.7	109.8	99.9	97.4	100.1	100.4	118.1	100.4	101.4
Nc1ccc2c(c1)C(=O)c1cc(N)c(Cl)cc1-2
 : 87.1	84.8	102.8	90.8	86.1	95.0	95.9	97.0	72.0
CCCCn1c(=O)c(/C=C/c2cc(/C=C/c3cc4cc(Cl)ccc4n(CCCC)c3=O)n(-c3ccccc3)n2)cc2cc(Cl)ccc21
 : 89.7	109.3	106.9	95.2	92.1	97.4	107.2	106.5	104.2
O=C(C[n+]1ccccc1Cl)c1ccccc1
 : 97.5	110.2	98.5	95.3	100.1	100.3	119.7	108.4	92.6
NC(=O)CCC(C(=O)O)N1C(=O)c2ccc(O)cc2C1=O (configuration not stated)
 : 100.2	118.0	91.7	98.6	105.9	110.2	97.6	111.2	105.5
COc1c(B(O)O)cccc1-c1nc2ccc3[nH]ncc3c2c2c1CCCC2
 : 13.2	11.1	34.8	18.4	17.0	12.5	19.3	23.2	0.8*
COC(=O)C(C)C(=O)OC
 : 103.6	123.9	97.3	92.7	103.2	103.5	116.5	111.2	100.3
FC(F)c1ncc(-c2ccc(C(F)(F)F)cc2)c(NC2CCCCCC2)n1
 : 48.7[50 µM]	64.5[50 µM]	11.9[50 µM]	13.2[50 µM]	47.4[50 µM]	72.4[50 µM]	31.3[50 µM]	70.5[50 µM]	.
Clc1nnc(NC2CCCCC2)c(Cl)c1Cl
 : 75.8	20.6	99.9	78.8	76.2	92.9	117.4	97.4	101.9
CCc1nn2c(-c3ccc(C(F)(F)F)cc3)c(-c3cc(OC)c(OC)c(OC)c3)nc2s1
 : 70.1	93.2	81.5	56.6	80.7	80.1	76.7	83.7	88.0
COC(=O)CC1CC1C1Cc2c(nc(N(C)S(C)(=O)=O)nc2C(C)C)-c2ccc(F)cc21 (configuration not stated)
 : 84.9	92.7	72.4	33.9	80.6	91.2	97.5	93.8	96.0
CC1=CC(c2ccc(C)cc2)N2N=C(C)SC2=N1 (configuration not stated)
 : 96.7	114.4	107.7	96.5	102.8	93.6	111.4	112.0	105.2
NC(=O)CSc1oc(-c2ccccc2)nc1S(=O)(=O)c1ccccc1
 : 109.1	98.5	100.1	100.0	112.7	97.5	90.8	84.0	97.7
COC(=O)c1nc(-c2ccccc2)oc1S(=O)(=O)N1CCN(c2ccccc2)CC1
 : 87.7	91.8	109.1	90.7	89.7	88.8	80.2	93.5	101.8
NCCC1CCCS1 (configuration not stated)
 : 115.1	109.6	96.9	106.0	112.1	104.2	108.1	101.2	97.4
CCOC(=O)c1c(NC(=O)NCCc2c[nH]c3ccccc23)sc2c1CCCC2
 : 90.2	104.1	99.3	91.1	92.5	108.3	95.8	80.4	87.3
Cn1c2ccc(Br)cc2c2c3c(c4c5cc(F)ccc5oc4c21)C(=O)N(O)C3=O
 : 79.8	88.1	89.9	68.0	75.1	74.3	.	70.7	83.5
Cc1ccc(CCCC(=O)O)c(C)c1
 : 94.1	107.1	98.5	97.1	97.4	101.1	108.2	104.2	96.5
O=C(CN(C(=O)Cn1c(=O)n2nnnc2c2ccccc21)c1ccccc1C(F)(F)F)Nc1ccc(C(F)(F)F)cc1
 : 99.1	109.8	103.6	.	100.1	95.6	110.3	103.3	100.6
Nc1c(C(=O)c2ccc(F)cc2)oc2nc(-c3cnccn3)cc(-c3cccs3)c12
 : 91.4	102.0	96.6	96.4	96.5	84.7	112.2	85.8	85.0
COc1ccc(-c2nc3n[nH]c(-c4ccc(OC)cc4)c3c(-c3ccc(C(F)(F)F)cc3)c2C#N)cc1
 : 94.7	96.9	67.9	61.8	85.0	57.7	90.9	85.2	70.7
CCCCC(C(O)c1ccccc1)N(CCCC)CCCC (configuration not stated)
 : 95.8	108.1	109.8	97.5	104.7	105.5	98.6	98.4	.
Clc1ccc(Nc2nnc(CNc3ccccc3)c3ccccc23)cc1
 : 9.7*	19.0	14.3	7.2*	18.3	25.9	-1.6*	20.9	34.0
O=C(Cn1nnc2ccccc21)N/N=C/c1ccc(O)cc1O
 : 39.6	62.0	45.6	57.7	52.8	61.9	26.0	52.9	67.6
Cc1cc(C(=O)NN)no1
 : 100.9	124.1	99.8	90.0	111.2	102.2	100.1	110.7	109.6
O=S(=O)(NCCNc1nccc(-n2ccc3cccnc32)n1)c1ccc(Br)cc1
 : 101.9	105.8	98.4	93.8	98.8	99.3	111.1	96.9	98.0
O=[N+]([O-])c1cc([N+](=O)[O-])c2ccccc2c1O
 : 113.0	109.5	110.7	95.6	104.6	108.8	104.7	103.4	122.9
O=C1O/C(=C2\OCc3ccccc32)c2ccccc21
 : 107.2	131.7	116.9	86.7	108.8	94.4	126.9	113.0	109.5
CCCCCCCCCCCCCCCCCC1=NCCN1CCO
 : 75.6	78.7	90.0	63.6	70.5	95.5	77.0	78.4	78.4
CC1(C)COC(c2ccccc2Cl)OC1
 : 112.5	119.9	122.6	102.3	104.6	110.3	116.8	102.5	110.1
CCOCc1nc(N)nc(N)c1-c1cccc(Cl)c1
 : 102.9	110.7	108.7	104.8	105.8	107.0	107.4	97.2	96.9
Cn1c(=O)c2[nH]c(N/N=C/c3ccccc3Br)nc2n(C)c1=O
 : 111.5	104.3	92.2	98.4	111.9	109.0	119.4	104.1	112.7
CCOC(=O)CCN1C(=O)/C(=C/c2ccc(O)cc2)SC1=S
 : 100.9	96.4	105.2	.	96.6	91.8	107.8	99.0	97.3

Among those listed so far, 2 contain an aryl thioether with sulfur outside any ring:
Order of values: U251	DU-145	SF-295	PC-3	OVCAR-8	SNB-19	OVCAR-3	SF-268	SF-539
Nc1ccc(C(=O)CSc2nc3ccccc3[nH]2)cc1
 : 96.9	103.1	98.1	103.8	105.4	101.9	107.4	99.4	104.0
NC(=O)CSc1oc(-c2ccccc2)nc1S(=O)(=O)c1ccccc1
 : 109.1	98.5	100.1	100.0	112.7	97.5	90.8	84.0	97.7

Going on with the list:
Order of values: U251	DU-145	SF-295	PC-3	OVCAR-8	SNB-19	OVCAR-3	SF-268	SF-539
O=S(=O)(C/C(=N/O)c1ccc(-c2ccccc2)cc1)c1ccccc1
 : 91.5	114.7	91.5	84.6	99.1	86.3	113.6	110.6	97.5
COc1ccc(-c2cc(-c3cc4ccccc4oc3=O)n(-c3ccccc3)n2)cc1
 : 31.4	84.0	94.7	76.1	.	82.0	68.2	71.1	33.8
O=C(C[N+]12CN3CN(CN(C3)C1)C2)c1ccc2ccccc2c1
 : 94.3	98.7	100.0	76.9	93.5	95.2	95.8	93.8	107.9
COc1ccc(C2CC(c3cccc(Nc4ccncc4)c3)=Nc3c(N)ncnc3N2)cc1 (configuration not stated)
 : 88.1	96.1	93.8	79.1	92.1	96.9	97.2	72.9	96.8
COc1ccc(CC(=O)n2cccc2)cc1
 : 104.6	107.0	.	100.8	108.2	118.3	104.9	103.1	103.7
CN(C)c1ccc(/C=C2\Oc3cc(O)ccc3C2=O)cc1
 : 81.8	99.4	90.4	105.8	97.1	86.6	104.9	92.0	94.8
NS(=O)(=O)c1ccc(CCn2c(SCC(=O)Nc3ccc(Br)cc3)nc3ccccc3c2=O)cc1
 : 50.9	75.9	81.9	75.5	78.9	83.2	70.7	70.1	92.5
COc1cccc(C(=O)Nc2ccc(-c3cc(=O)c4c(O)c(OC)c(OC)cc4o3)cc2)c1
 : 97.4	107.8	104.6	97.2	99.1	99.6	111.7	107.6	91.7
FC(F)(F)c1cccc(/C=C/c2nn3c(-c4ccc(Br)cc4)nnc3s2)c1
 : 98.5	107.6	98.5	108.7	96.2	104.4	113.4	105.6	99.0
Cn1cc(-c2ccc3nc(-c4ccc(CC(=O)ONc5cc(C(C)(C)C)on5)cc4)cnc3c2)cn1
 : 32.3	35.1	38.1	34.8	33.7	67.4	48.0	33.5	17.0
